Compound activity (PubChem)
MRP resist rev = MRP-mediated drug resistance reversal; H69AR cells + 2 uM doxorubicin, CellTiter-Glo, 72 h; differential viability (reversal), % at 10 µM; actives 0.04% (n = 85,000);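 active = viability drop by adding the cancer drug above about 55%, with treated viability meeting a 40% cutoff, limit read from the data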;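 note: viability without doxorubicin minus viability with 2 µM doxorubicin for each compound; larger differential means the compound sensitizes cells more to doxorubicin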
PLAP inhibitors HTS = PLAP enzyme inhibitors, biochemical, luminescence, HTS (AID 690); purified PLAP, luminescent substrate; higher % means a stronger effect; inhibition, % at 20 µM; hits with a dose series show IC50 in µM; actives 0.08% (n = 96,000); in the data active = a potency from the dose series; inactive = the rest, 99 in 100 with inhibition below about 30%; note: strong numbers were not always called active
NFkB transloc pot = enhances IL-1B driven NFkB nuclear translocation; actives 0.3% (n = 94,000); activation, % at 2 µM; HUVEC IL-1B NFkB p65 nuclear translocation imaging; AID 819;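 active = activation above 40%, about the mean plus 3 SD, also judged a hit on visual image review; inconclusive = activation above 40% but not a hit on visual review; inactive = activation not above 40% and no visual hit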;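 note: percent activation is computed from the nuclear over cytoplasmic p65 intensity ratio; values of inactives mirror those of a sister screen read the other way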
Bcl-B TR3 displacers = displacers of TR3 peptide from Bcl-B, primary screen, selectivity assay for Bfl-1 inhibitor project, biochemical, fluorescence polarization. one-dose displacement, % at 20 µM; IC50 in µM for titrated hits. FP displacement of FITC-TR3 peptide from Bcl-B; higher % means a stronger effect. AID 748. actives 0.11% (n = 96,000);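 active = displacement above 50% at 20 µM plus a fluorescence interference ratio under 1.5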;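 note: plate controls were wells without compound for no effect and wells lacking Bcl-B protein for full effect; a part of the inactive calls stands beside numbers as strong as those of hits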
IL1B NFkB inh = blocks IL-1B driven NFkB nuclear translocation in HUVEC cells; HUVEC IL-1B NFkB p65 nuclear translocation imaging; inhibition, % at 2 µM; actives 0.43% (n = 94,000); AID 796;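 active = inhibition above about 30% together with a positive call from visual inspection of the well image, limit read from the data; inconclusive = inhibition above a set limit but visual check negative; inactive = inhibition not above a set limit, visual check negative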;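 note: nuclear over cytoplasmic p65 intensity ratio measured by imaging; 0% = IL-1B stimulated DMSO wells and 100% = unstimulated DMSO wells; values of inactives mirror those of a sister screen read the other way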
MRP resist rev cytotoxicity = further read-out of MRP resist rev, marked with its call; viability, %; H69AR cells, CellTiter-Glo, 72 h; measured here: cytotoxicity without doxorubicin
MRP resist rev with doxorubicin = further read-out of MRP resist rev, marked with its call; viability, %; measured here: viability with 2 uM doxorubicin; hits give low values
IL1B NFkB inh cell count 2 µM = also measured in IL1B NFkB inh; calls as there; cell count; measured here: cells passing quality filter;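 raw number of nuclei counted in each imaged well without normalization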
NFkB transloc pot cell count 2 µM = second read-out of NFkB transloc pot, no call of its own (marks repeat the call); cell count; measured here: cells passing quality filter
An asterisk follows results filed as active; ? = inconclusive; · = no result given. The list is partial, so the mix of outcomes need not match the whole.

Every second line gives: MRP resist rev, MRP resist rev cytotoxicity, MRP resist rev with doxorubicin, PLAP inhibitors HTS, NFkB transloc pot, NFkB transloc pot cell count 2 µM, Bcl-B TR3 displacers, IL1B NFkB inh, IL1B NFkB inh cell count 2 µM
Cc1ccnc(SCCn2c(N3CCCCC3)nc3c2c(=O)[nH]c(=O)n3C)n1
    2, 87, 85, 12%, 3, 101, 3%, -3, 101
CCCCOCCCNC(=O)c1ccc(NC(C)=O)cc1
    -5, 89, 94, 16%, 10, 53, -11%, -10, 53
CCc1nnc(NC(=O)CCC(=O)N2CCN(Cc3cc(F)ccc3OC)CC2)s1
    30, 106, 76, -31%, 9, 127, 5%, -10, 127
COc1ccc(S(=O)(=O)N2CCCC2C(=O)Nc2nnc(-c3cccnc3)s2)cc1 (stereo not given)
    7, 90, 83, -21%, 28, 115, ·, -28, 115
CN=C1c2ccccc2CN1c1cccc(C(=O)OC)c1
    8, 101, 93, 0%, ·, ·, 0%, ·, ·
CCC(CC)C(=O)NCCc1ccc(OC)cc1
    20, 100, 80, 26%, 9, 86, 3%, -9, 86
CNS(=O)(=O)c1ccc(NC(=O)c2nc3nc(C)cc(C(F)F)n3n2)cc1
    ·, ·, ·, -15%, 12, 137, 2%, -12, 137
O=C(c1cc(-c2cccs2)nc2ccccc12)N1CCN(S(=O)(=O)c2cccc(F)c2)CC1
    -37, 21, 58, -62%, 10, 169, -7%, -10, 169
CCc1nnc(NC(=O)CSc2nnc(-c3ccccc3O)n2CC)s1
    3, 88, 85, -45%, 11, 215, -4%, -11, 215
Cc1ccn2c(-c3csc(NCc4ccco4)n3)c(C)nc2c1
    -5, 83, 88, -10%, ·, ·, 6%, ·, ·
c1ccc(-c2cn3nc4c(nc3n2)CCCC4)cc1
    10, 87, 77, -18%, 19, 164, 56%, -19, 164
CCCCNC(=O)c1onc(CSc2cccc(OCC)c2)c1C(=O)O
    ·, ·, ·, -33%, -2, 128, 0%, 2, 128
COC(=O)C1C(=O)c2c([nH]c(C(=O)OC3CCCCCC3)c2C)CC1C (stereo not given)
    -3, 62, 66, 9%, ·, ·, -2%, ·, ·
CCOc1ccc(-n2c(SCC(=O)Nc3ccc(OC)cc3)nc3c(c2=O)SCC3)cc1
    10, 100, 89, 2%, 11, 185, 2%, -11, 185
CCOC(=O)CC(=O)c1cc(OC)c(OC)c(OC)c1
    8, 89, 81, 15%, 10, 113, -2%, -10, 113
CCOC(=O)c1c(CSC(=N)N)n(-c2ccc(C)cc2)c2cc(Br)c(OC(C)=O)cc12
    ·, ·, ·, 5%, 5, 161, 2%, -5, 161
CC(C)(CO)Nc1nc(N2CCCC2)nc(N2CCCC2)n1
    -7, 78, 85, ·, 8, 65, ·, -8, 65
COc1ccc(NC(=O)CSc2nc(O)cc(=O)n2C)cc1
    7, 111, 104, -6%, ·, ·, 2%, ·, ·
C=CCC(=O)OCCCCCCOc1ccc(C(=O)O)cc1
    ·, ·, ·, -10%, ·, ·, 0%, ·, ·
CCN(CC)S(=O)(=O)c1cccc(C(=O)N[C@H](C(=O)OCC(N)=O)C(C)C)c1
    2, 90, 88, -11%, -34, 54, -2%, 34*, 54*
Cc1ccc(N=CC2=C(O)CC(C)(C)CC2=O)nc1
    4, 93, 90, -9%, -11, 147, -2%, 11, 147
CC1(C)CC2CC(C)(CN2C(=O)Cc2ccccc2)C1 (stereo not given)
    -10, 81, 91, ·, 3, 140, ·, -3, 140
COc1ccccc1N1CCN(C(c2cc3cc(C)ccc3[nH]c2=O)c2nnnn2C2CCCC2)CC1 (stereo not given)
    -5, 61, 67, -15%, 5, 147, -1%, -5, 147
Clc1ccccc1CSc1cc2c(nn1)-c1ccccc1CC2
    ·, ·, ·, 2%, 1, 201, 2%, -1, 201
CC(C)(C)c1ccc(C(=O)N2CCNCC2)cc1
    4, 92, 88, 3%, 3, 149, 7%, -3, 149
COc1ccccc1-c1c(NC(=O)c2ccco2)n(-c2ccccc2)nc(C)c1=O
    2, 89, 86, 8%, 29, 140, 2%, -29, 140
O=C(Nc1ccc(N=Nc2ccccc2)cc1)c1ccc(Cl)cc1Cl
    ·, ·, ·, 12%, 4, 136, 3%, -4, 136
CC(=O)Nc1nc(COc2ccc3ccccc3c2)cs1
    -7, 97, 104, -13%, -9, 151, 8%, 9, 151
CC1CCCC(N2CCN(C(=O)c3ccc(F)cc3)CC2)C1 (stereo not given)
    3, 89, 86, ·, 3, 71, ·, -3, 71
COc1ccccc1C1CC(=O)Nc2c1c(=O)n(C)c(=O)n2C (stereo not given)
    12, 91, 78, -18%, -5, 61, 7%, 5, 61
CCCC(=O)N1CCc2cc(-c3nc(N)sc3C)ccc21
    -3, 75, 77, 14%, -4, 81, 1%, 4, 81
Nc1cc(=O)[nH]c(=S)n1-c1ccccc1
    ·, ·, ·, 14%, 20, 169, 7%, -20, 169
COc1ccc(-n2c(=O)c3ccccc3n(CC(=O)Nc3cc(C)on3)c2=O)cc1OC
    -11, 89, 100, -40%, 12, 173, -9%, -12, 173
Cn1c(=O)c2c(SCC(N)=O)nc(CC(C)(C)C)nc2n(C)c1=O
    ·, ·, ·, 9%, -7, 48, -1%, 7, 48
Cc1cnc(C(=O)OCC(=O)N2CCc3ccccc3C2)cn1
    -1, 91, 92, -27%, ·, ·, 1%, ·, ·
CCc1ccc(NC(=O)c2ccnc(C(C)(C)C)c2)cc1
    15, 90, 74, 7%, 4, 178, -3%, -4, 178
CCOC(=O)C(NC(=O)CC(C)C)(Nc1cc(C)on1)C(F)(F)F (stereo not given)
    -7, 87, 94, -22%, 18, 72, -5%, -18, 72
O=C(O)CN1CCN(Cc2ccccc2)C1=O
    16, 94, 79, ·, 18, 120, -4%, -18, 120
Cc1cnc(C(=O)OCC(=O)Nc2ccc(Cl)cc2)cn1
    14, 106, 91, 5%, 21, 117, 0%, -21, 117
CCCCNC(=O)Nc1cnn(CC)c1C(N)=O
    ·, ·, ·, -6%, ?, ·, 12%, -45, 187
CN(C)c1nc(Oc2ccc(/C=N/O)cc2)nc(N(C)C)n1
    -3, 83, 87, 0%, ·, ·, -12%, ·, ·
CC1=C(C(=O)OC2CCCCC2)C(c2ccco2)n2ncnc2N1 (stereo not given)
    -5, 90, 96, -9%, -4, 160, -6%, 4, 160
CC(C)c1ccc(N2CCN(C(=O)c3ccccc3NC(=O)/C=C(\C(=O)O)c3ccccc3)CC2)cc1
    ·, ·, ·, -79%, 24, 164, -10%, -24, 164
Cc1ccc(C)c2c(SC(C)C(=O)NCc3ccco3)nc(-c3ccccc3)nc12 (stereo not given)
    0, 77, 77, ·, 2, 69, ·, -2, 69
N#Cc1nc(-c2ccccc2Cl)oc1N1CCOCC1
    -3, 65, 67, -20%, 25, 155, -4%, -25, 155
Cc1ccc(NC(=S)Nc2nc(CC(=O)Nc3ccccc3)cs2)cc1
    ·, ·, ·, 22%, 8, 121, -8%, -8, 121
CCc1cccc(CC)c1-n1c(SCn2nnc3ccccc3c2=O)nnc1-c1cccnc1
    ·, ·, ·, -66%, 9, 186, 11%, -9, 186
O=C(NCc1ccccn1)c1ccc(=O)oc1
    -30, 65, 95, -45%, 19, 134, 2%, -19, 134
COc1ccc(Cl)cc1C(=O)Nc1ccc(NC(=O)c2ccco2)cc1
    3, 73, 70, 14%, -16, 183, -6%, 16, 183
Cc1[nH]nc(N=CC2=C(O)CC(c3ccco3)CC2=O)c1-c1ccccc1 (stereo not given)
    14, 46, 31, 10%, -7, 101, 0%, 8, 101
O=C(NC1(C(F)(F)F)NC(=O)N(Cc2cccnc2)C1=O)c1ccccc1Cl (stereo not given)
    3, 89, 87, -4%, 10, 172, 2%, -10, 172
COc1ccc(OC)c(C2C=C(c3ccc(C)c(C)c3)Nc3nnnn32)c1 (stereo not given)
    -32, 14, 46, -5%, ·, ·, -9%, ·, ·
CCN1CCN(C(=O)c2ccc3c(=O)n(C4CCCC4)c(=S)[nH]c3c2)CC1
    4, 87, 83, -58%, -2, 154, -4%, 2, 154
COc1cccc(S(=O)(=O)NCc2ccc(C(=O)Nc3cccc(Cl)c3)cc2)c1
    ·, ·, ·, 49%, -1, 187, 0%, 1, 187
CCCc1nnc(NC(=O)CC(=O)Nc2ccccc2C(=O)O)s1
    -8, 88, 96, -18%, -3, 176, -1%, 3, 176
COc1ccc2c(c1)CCc1c(C(=O)NC3CCCCC3)noc1-2
    -9, 92, 101, 15%, ·, ·, -5%, ·, ·
Cc1n[nH]c(C)c1N1C(=O)c2cccc3cc(Br)cc(c23)C1=O
    -1, 63, 64, -63%, 17, 50, -12%, -17, 50
CNC(=O)CSc1nnnn1CCCOC
    0, 100, 100, -13%, 3, 127, -1%, -3, 127
CCc1nnc(NC(=O)c2ccc(S(=O)(=O)NC3CCCCC3)cc2)s1
    35, 68, 33, -24%, 15, 137, 1%, -15, 137
COC(=O)n1c(=O)oc2cc(S(=O)(=O)N3CCOCC3)ccc21
    9, 101, 92, -34%, ·, ·, -4%, ·, ·

5 of these compounds, reformatted.
molecule	MRP resist rev	MRP resist rev cytotoxicity	MRP resist rev with doxorubicin	PLAP inhibitors HTS	NFkB transloc pot	NFkB transloc pot cell count 2 µM	Bcl-B TR3 displacers	IL1B NFkB inh	IL1B NFkB inh cell count 2 µM
COc1cccc(S(=O)(=O)NCc2ccc(C(=O)Nc3cccc(Cl)c3)cc2)c1	·	·	·	49%	-1	187	0%	1	187
CCCc1nnc(NC(=O)CC(=O)Nc2ccccc2C(=O)O)s1	-8	88	96	-18%	-3	176	-1%	3	176
COc1ccc2c(c1)CCc1c(C(=O)NC3CCCCC3)noc1-2	-9	92	101	15%	·	·	-5%	·	·
Cc1n[nH]c(C)c1N1C(=O)c2cccc3cc(Br)cc(c23)C1=O	-1	63	64	-63%	17	50	-12%	-17	50
CNC(=O)CSc1nnnn1CCCOC	0	100	100	-13%	3	127	-1%	-3	127

(further entries)
Every second line gives: MRP resist rev, MRP resist rev cytotoxicity, MRP resist rev with doxorubicin, PLAP inhibitors HTS, NFkB transloc pot, NFkB transloc pot cell count 2 µM, Bcl-B TR3 displacers, IL1B NFkB inh, IL1B NFkB inh cell count 2 µM
CCCc1nc(SCC(=O)c2ccc(OC)cc2)c2c(=O)n(C)c(=O)n(C)c2n1
    10, 98, 88, -14%, ·, ·, -3%, ·, ·
CCCc1ncc(C(=O)c2ccc(OC)cc2)n1C
    14, 106, 92, 10%, -21, 99, -8%, 21, 99
CCOC(=O)CSc1nnc(-c2ccc(OC)cc2OC)o1
    -1, 93, 94, 0%, 6, 97, 1%, -6, 97
O=C(Nc1ncc2c(n1)-c1ccccc1OC2)c1ccc(Cl)cc1Cl
    ·, ·, ·, 3%, -4, 166, -9%, 4, 166
CC(C)n1c(SCC(=O)Nc2ccc3c(c2)OCO3)nc2c1c(=O)n(C)c(=O)n2C
    -12, 63, 74, -7%, 3, 102, 0%, -4, 102
CC1CCN(C(=O)CSc2nnc(Cc3cc(=O)[nH]c(=O)[nH]3)n2-c2ccc(Cl)cc2)CC1
    1, 91, 91, -28%, 11, 81, 4%, -11, 81
Cn1cc(CC(=O)N2CCN(c3ccc(Cl)cc3)CC2)c2ccccc21
    7, 85, 78, 18%, -2, 197, -1%, 2, 197
CCn1c(=O)n(CC)c2cc(S(N)(=O)=O)c(C)cc21
    6, 100, 94, 6%, 5, 144, 1%, -5, 144
COc1ccc(C(=O)NC(=S)NC(C)C)cc1Br
    ·, ·, ·, 19%, 24, 192, -10%, -24, 192
CN(Cc1ccccc1)C(=O)COC(=O)c1ccc2c(c1)OCO2
    ·, ·, ·, 12%, ·, ·, 2%, ·, ·

Of the compounds above, these have a tert-butyl group.
Every second line gives: MRP resist rev, MRP resist rev cytotoxicity, MRP resist rev with doxorubicin, PLAP inhibitors HTS, NFkB transloc pot, NFkB transloc pot cell count 2 µM, Bcl-B TR3 displacers, IL1B NFkB inh, IL1B NFkB inh cell count 2 µM
CC(C)(C)c1ccc(C(=O)N2CCNCC2)cc1
    4, 92, 88, 3%, 3, 149, 7%, -3, 149
Cn1c(=O)c2c(SCC(N)=O)nc(CC(C)(C)C)nc2n(C)c1=O
    ·, ·, ·, 9%, -7, 48, -1%, 7, 48
CCc1ccc(NC(=O)c2ccnc(C(C)(C)C)c2)cc1
    15, 90, 74, 7%, 4, 178, -3%, -4, 178
